# Compound activity: PubChem, MTDP
# RNase H inhibition – RNase H inhibition, HIV 1 Gag Pol polyprotein, FRET biochemical assay, screening (AID 372). HIV-1 RT RNase H, FRET RNA/DNA substrate fluorescence; higher % means a stronger effect. one-dose inhibition, % at 10 µM; IC50 in µM for titrated hits. 100,000 compounds, 0.77% hits; in the data active means inhibition above about 50%
# * = called active by the depositor. The list is partial, so the mix of outcomes need not match the whole.
SMILES,RNase H inhibition
CC1CN(S(=O)(=O)c2ccc3c(c2)C(=O)c2cc(S(=O)(=O)N4CC(C)OC(C)C4)ccc2-3)CC(C)O1 (stereo not given),3.0%
CCCC(=O)Nc1ccc2c(c1)Cc1ccccc1-2,7.0%
Cc1ccc(-c2nc3cc(NC(=S)NC(=O)c4cccs4)ccc3o2)cc1,7.0%
CC1CN(c2ccc([N+](=O)[O-])cc2Cl)CCN1S(=O)(=O)c1ccccc1 (stereo not given),0.0%
COc1cccc(OC)c1OCCCCOc1cccc(Cl)c1Cl,24.0%
C=CCOc1ccc(C(=O)N/N=C/c2ccccc2O)cc1,13.0%
CCN(CC)C(=O)c1sc(NC(=O)c2cc(OC)cc(OC)c2)c(C(=O)OC)c1C,10.0%
COc1ccc(/C=C2\C(=O)N(Cc3ccccc3)N=C2C)cc1,8.0%
O=C1c2ccc(-c3nc4ccccc4c(=O)o3)cc2C(=O)N1c1ccc(-c2ccc([N+](=O)[O-])cc2)cc1,0.0%
N#CCCC1(CCC#N)c2ccccc2-c2ncccc21,38.0%
CCOc1ccc(/C=C2/SC(=S)N(C)C2=O)cc1,14.0%
O=C(Nc1c(F)cc(F)cc1Br)c1cc2n(n1)C(C(F)(F)F)CC(c1cccs1)N2 (stereo not given),6.0%
COc1cc(/C=C2/SC(=S)N(c3ccccc3)C2=O)cc(OC)c1O,28.0%
COc1ccc(NC(=O)/C(C#N)=C/c2cc(C)n(-c3ccc(Sc4ccc([N+](=O)[O-])cc4)cc3)c2C)cc1,12.0%
COc1ccccc1C1SCC(=O)N1c1ccc(Cl)c(Cl)c1 (stereo not given),9.0%
COc1ccccc1NC(=O)c1cccc(Cl)c1Cl,25.0%
O=C(Nc1cccc(Cl)c1)Nc1cc(Cl)ccc1Cl,0.0%
CCCC(=O)NS(=O)(=O)c1ccc(NC(=O)c2ccc(Cl)cc2)cc1,8.0%
COc1cc(OC)c(OC)cc1C=NCC1OCCc2ccccc21 (stereo not given),3.0%
C=CCc1cc(C=O)cc(OCC)c1OCc1ccc(F)cc1,47.0%
COc1ccc(O)c(/C=C2\SC(=S)N(C)C2=O)c1,14.0%
COC(=O)C1=C(C)NC2=C(C(=O)CC(C)(C)C2)C1c1cccs1 (stereo not given),7.0%
CCc1cc2c(cc1C(C)O)OCCO2 (stereo not given),15.0%
CCCCCn1c(=O)c(F)cn(Cc2ccc(OC)c([N+](=O)[O-])c2)c1=O,17.0%
O=C(CSc1ccccc1)Nc1ccc(Oc2ccccc2)cc1,13.0%
CCN(CC)C(=O)COc1ccc(C=O)cc1OC,24.0%
O=C1CC(c2ccccc2)CC2=C1C(c1coc3ccccc3c1=O)Nc1ccccc1N2 (stereo not given),0.0%
Cc1ccc(OCCOc2ccc(Cl)cc2/C=C2\SC(=S)N(C)C2=O)c(C)c1,35.0%
CCCc1nc2ccccc2n1Cc1ccccc1,0.0%
CC1(C)Cc2ccccc2C2=CC(=O)C(=O)N21,3.0%
Cc1ccc(C23CC4CC(CC(NC(=O)Nc5ccccn5)(C4)C2)C3)cc1,9.0%
O=C(Nc1ccc(F)cc1)c1ccc(-c2ccccc2)cc1,21.0%
CCOc1ccc(N/C(=N/S(=O)(=O)c2ccccc2)c2ccccc2)cc1,12.0%
Cc1nnc2c3c4c(sc3nc(-c3ccccc3)n12)COC(C)(C)C4,9.0%
Cc1ccccc1Cn1c(C)c(C=C2C(=O)NC(=O)NC2=O)c2ccccc21,27.0%
Cc1n[nH]c(=O)nc1N/N=C/c1ccccc1[N+](=O)[O-],6.0%
Br/C(C=NN1CCN(Cc2ccccc2)CC1)=C\c1ccccc1,9.0%
Cc1cc(C=C2C(=O)NC(=O)NC2=O)c(C)n1-c1ccc(Cl)cc1,16.0%
O=C(CN(c1cccc(Br)c1)S(=O)(=O)c1ccccc1)Nc1ccccc1Cl,18.0%
COc1ccc(/C=C/C(=O)NCCSCc2ccc(Cl)cc2)cc1OC,13.0%
Cn1c(=O)c2c3c(sc2n2c(SCC(=O)c4ccc(Br)cc4)nnc12)CCC3,12.0%
Cn1cccc1/C=C1\C(=O)NC(=O)N(c2ccccc2)C1=O,5.0%
O=C1NC(=O)N(c2ccc(Cl)cc2)C(=O)/C1=C/c1cc(Br)c(O)c([N+](=O)[O-])c1,13.0%
Cc1ccccc1C(=O)NNC(=O)c1cccc([N+](=O)[O-])c1,1.0%
CC(CCC(=O)Nc1ccc(F)cc1)CC(=O)Nc1ccc(F)cc1 (stereo not given),6.0%
COc1ccccc1-n1c(O)c(C=Nc2ccc(C)cc2)c(=O)[nH]c1=O,6.0%
O=[N+]([O-])c1ccc(-c2noc(COc3ccc(Cl)cc3Cl)n2)cc1,9.0%
Ic1ccc(OCCCN2CCCC2)cc1,9.0%
O=P(COCC1CCCO1)(c1ccccc1)c1ccccc1 (stereo not given),2.0%
Cc1ccc(O)c(-c2cc(-c3ccccc3Cl)[nH]n2)c1,10.0%
CCOc1cc(/C=c2\sc3nc4ccccc4n3c2=O)ccc1OCCCOc1cccc(C)c1,14.0%
Cc1cc(Cl)ccc1NC(=O)CCC(=O)N/N=C/c1ccc(O)cc1,13.0%
COc1ccc(CC(=O)NC(C)c2ccccc2)cc1 (stereo not given),0.0%
COc1ccc(/C=C/C(=O)Nc2scc(-c3cccs3)c2C(=O)O)cc1OC,0.0%
CCN(CC)c1ccc(/C=N/c2sc3c(c2C#N)CCCC3)c(O)c1,7.0%
Cc1ccccc1N1C(=O)c2cccc3c(N4CCCCC4)ccc(c23)C1=O,34.0%
CCOC(=O)c1c(NC(=O)CN2CCN(C)CC2)sc2c1CCC2,20.0%
COc1ccc(CNCCC(c2ccccc2OC)C2CCOC(C)(C)C2)cc1 (stereo not given),0.0%
O=C(CSc1nnc2c3ccccc3n(CCc3ccccc3)c2n1)Nc1ccc(Cl)cc1,28.0%
CCCOc1ccc(C2NC(=O)N(C)C(C)=C2C(=O)OCC)cc1OC (stereo not given),7.0%

# 3 entries from above, bar-delimited.
Compound | RNase H inhibition
CCN(CC)c1ccc(/C=N/c2sc3c(c2C#N)CCCC3)c(O)c1 | 7.0%
Cc1cc(Cl)ccc1NC(=O)CCC(=O)N/N=C/c1ccc(O)cc1 | 13.0%
Cc1ccccc1N1C(=O)c2cccc3c(N4CCCCC4)ccc(c23)C1=O | 34.0%

# (further entries)
SMILES,RNase H inhibition
COc1ccc(NC2=CC(=O)CC(c3ccco3)C2)cc1OC (stereo not given),4.0%
COc1ccc(-n2c(O)c(C=NC(C)(C)C)c3ccccc3c2=O)cc1,7.0%
C=CCc1cc(C=O)cc(OCC)c1OCC(=O)OC,17.0%
Cc1ccccc1NC(=S)NC(=O)c1ccccc1I,43.0%
CC(C)c1ccccc1OCC(=O)Nc1cccc(C(=O)O)c1,0.0%
CCOC(=O)C1=C(CC)NC2=C(C(=O)CCC2)C1c1cc(OC)ccc1OC (stereo not given),4.0%
O=C(Nc1ccc(S(=O)(=O)Nc2nccs2)cc1)c1ccc2ccccc2c1,11.0%
C=CCC1(C#N)C(=S)NC2=C(C(=O)CC(C)(C)C2)C1c1ccccc1 (stereo not given),2.0%
COc1ccc(-c2cc(C(=O)Nc3ccccc3I)c3ccccc3n2)cc1,0.0%
O=C1N=C(N2CCOCC2)S/C1=C/c1ccccc1O,0.0%
O=C(CN1C(=O)/C(=C/c2ccccc2)SC1=S)Nc1nccs1,19.0%
CCCOC(=S)NC(=O)c1sc2ccccc2c1Cl,6.0%
Cc1cc(N2C(=O)NC(=O)/C(=C\c3ccc(O)cc3)C2=O)ccc1Br,3.0%
CCc1ncc(C(O)c2cccc(OC)c2OC)n1C (stereo not given),7.0%
O=C(Nc1ccccc1)c1ccccc1N=Cc1ccccc1O,6.0%
Cc1c(OC(C)C)ccc2c(-c3ccccc3)cc(=O)oc12,6.0%
O=C(NC(=S)Nc1sc2c(c1C(=O)O)CCCC2)c1ccccc1,9.0%
Cc1ccc(OCCOCCOc2cccc(/C=C3\SC(N)=NC3=O)c2)cc1C,13.0%
O=C(NCCSCc1ccccc1)c1ccc(Cl)cc1,10.0%
COc1ccc(Cl)cc1N(CC(=O)Nc1ccc(Cl)cc1C)S(C)(=O)=O,10.0%
Cc1ccc(-n2c(=O)c3c(n4c(=S)[nH]nc24)-c2ccccc2CC32CCCCC2)cc1,0.0%
CCCCN1C(=O)/C(=C/c2cccc(Br)c2)SC1=S,7.0%
O=C(COc1cc(O)c2c(=O)cc(-c3ccccc3)oc2c1)c1ccccc1,3.0%
CCCOc1cc(C)cc2oc(=O)c(Cc3ccccc3)c(C)c12,56.0%*
CCc1ccc(C2C(C(=O)OCc3ccccc3)=C(C)NC3=C2C(=O)CC(c2ccc(OC)cc2)C3)cc1 (stereo not given),12.0%
NNC(=O)c1cc(-c2ccccc2)n(-c2ccccc2)n1,3.0%
COc1ccc2cc(S(=O)(=O)N3CCN(c4ccc(F)cc4)CC3)ccc2c1,14.0%
CCCn1c(SCc2nc3ccccc3[nH]2)nc2ccccc21,7.0%
Cc1cccc(OCc2nnc(NC(=O)Nc3ccc(Cl)cc3)s2)c1C,16.0%
COc1ccc(CNCc2cccc3ccccc23)cc1OC,13.0%
O=Cc1ccc(OCc2ccccc2Cl)cc1,25.0%
Cc1cc(C)n(-c2nnc(C)n2/N=C/c2ccc(-c3cccc(Cl)c3)o2)n1,25.0%
C#CCOC(=O)/C(=C/c1ccc(F)cc1)NC(C)=O,0.0%
O=C(Cc1ccccc1)N/N=C/c1cc(Br)cc(Cl)c1O,9.0%
CCNC(=O)/C(C#N)=C/c1ccc(C(C)(C)C)cc1,14.0%
COc1ccc(-c2nnc(SCC(=O)NN)n2-c2ccccc2)cc1,0.0%
Cc1ccc2oc(-c3ccc(C)c(NC(=O)/C=C/c4ccco4)c3)nc2c1,19.0%
O=C(O)c1ccc(C=Nc2ccc(S(=O)(=O)c3ccc(N=Cc4ccc(C(=O)O)cc4)cc3)cc2)cc1,0.0%
O=C(NCc1ccccc1Cl)C1CC(=O)N(c2cccc([N+](=O)[O-])c2)C1 (stereo not given),4.0%
COc1ccccc1C(=O)Nc1ccc(F)c(F)c1,3.0%
COc1cccc(NC(=O)CN(c2ccccc2)S(=O)(=O)c2ccccc2[N+](=O)[O-])c1,10.0%
COc1cc(C2C(C(=O)OCCc3ccccc3)=C(C)NC3=C2C(=O)CC(c2ccccc2)C3)ccc1O (stereo not given),25.0%
CC(C)c1ccc(/C=N/c2sc3c(c2C#N)CCCC3)cc1,21.0%
Cc1no[n+]([O-])c1COc1ccc(C=C2C(=O)NC(=S)NC2=O)cc1,22.0%
Cc1ccc(NC(=O)C2C3CC/C=C\CC/C=C/CCC32)cc1C (stereo not given),17.0%
COc1cccc(OC)c1C(=O)NCC12CC3CC(C1)CC(CNC(=O)c1c(OC)cccc1OC)(C3)C2,11.0%
O=C(O)c1cc(S(=O)(=O)N2CCCCC2)ccc1Cl,21.0%
CN(C)CC(O)CN1C(=O)N(CN2C(=O)N(CC(O)CN(C)C)C(=O)C2(C)C)C(C)(C)C1=O (stereo not given),11.0%
COc1cccc(N2C(=O)c3ccc(C(=O)NN4C(=O)c5ccccc5C4=O)cc3C2=O)c1,4.0%
CCc1nnc(NC(=O)CN2CCN(C(=O)c3ccccc3)CC2)s1,0.0%
CCOc1ccc2ccccc2c1/C=N/NC(=O)CN1CCOCC1,9.0%
CCCC(=O)Nc1cccc(C(=O)Nc2ccc(C(=O)O)cc2)c1,0.0%
CCOC(=O)C1(P(=O)(c2ccccc2)c2ccccc2)CCOCC1,10.0%
Cc1ccc2cccc(NS(=O)(=O)c3ccccc3)c2n1,25.0%
O=C(Nc1cccc(Br)c1)c1ccc(Cl)c(Cl)c1,10.0%
CN1CCN(CC(=O)N/N=C\c2ccsc2)CC1,12.0%
COc1ccc2nc(NS(=O)(=O)c3ccc(Cl)cc3)c(Nc3cccc(NC(C)=O)c3)nc2c1,7.0%
CCc1c(C)[nH]c(C(=O)OCc2ccccc2)c1C,20.0%
Cc1cc(=O)oc2cc(OCc3ccc(Cl)c(Cl)c3)ccc12,0.0%
CCOC(=O)c1ccc(N2C(=O)c3ccc(C(=O)Nc4ccccc4C(=O)O)cc3C2=O)cc1,14.0%
# The results go on:
SMILES,RNase H inhibition
O=C1C(=O)N(c2ccccc2)C(c2ccccc2F)/C1=C(/O)c1ccccn1 (stereo not given),0.0%
COC(=O)c1ccc(-n2c(C)cc(/C=C(\C#N)C(=O)Nc3ccc(OC)cc3)c2C)cc1,6.0%
O=c1[nH]c(/C=C/c2cc(Br)cc(Br)c2O)c([N+](=O)[O-])c(=O)[nH]1,14.0%
CCCN1C(=O)/C(=C/c2nc3ccccc3c(=O)n2-c2ccccc2)c2cc(C)ccc21,8.0%
O=C(CSc1nc2ccccc2s1)Nc1ccc(F)c([N+](=O)[O-])c1,2.0%
Cc1ccc(C2=NNC(c3ccc(F)cc3)S2)cc1 (stereo not given),11.0%

# Filtered by structure, those above with a nitro group on carbon.
SMILES,RNase H inhibition
CC1CN(c2ccc([N+](=O)[O-])cc2Cl)CCN1S(=O)(=O)c1ccccc1 (stereo not given),0.0%
O=C1c2ccc(-c3nc4ccccc4c(=O)o3)cc2C(=O)N1c1ccc(-c2ccc([N+](=O)[O-])cc2)cc1,0.0%
COc1ccc(NC(=O)/C(C#N)=C/c2cc(C)n(-c3ccc(Sc4ccc([N+](=O)[O-])cc4)cc3)c2C)cc1,12.0%
CCCCCn1c(=O)c(F)cn(Cc2ccc(OC)c([N+](=O)[O-])c2)c1=O,17.0%
Cc1n[nH]c(=O)nc1N/N=C/c1ccccc1[N+](=O)[O-],6.0%
O=C1NC(=O)N(c2ccc(Cl)cc2)C(=O)/C1=C/c1cc(Br)c(O)c([N+](=O)[O-])c1,13.0%
Cc1ccccc1C(=O)NNC(=O)c1cccc([N+](=O)[O-])c1,1.0%
O=[N+]([O-])c1ccc(-c2noc(COc3ccc(Cl)cc3Cl)n2)cc1,9.0%
O=C(NCc1ccccc1Cl)C1CC(=O)N(c2cccc([N+](=O)[O-])c2)C1 (stereo not given),4.0%
COc1cccc(NC(=O)CN(c2ccccc2)S(=O)(=O)c2ccccc2[N+](=O)[O-])c1,10.0%
O=c1[nH]c(/C=C/c2cc(Br)cc(Br)c2O)c([N+](=O)[O-])c(=O)[nH]1,14.0%
O=C(CSc1nc2ccccc2s1)Nc1ccc(F)c([N+](=O)[O-])c1,2.0%
